Compound activity deposited in PubChem by National Center for Advancing Translational Sciences (NCATS).
CCT chaperon mod – modulators of cytosolic chaperonin (CCT/TRiC) activity; purified chaperonin ATPase assay, HTRF ADP detection, 30 min; activity change, % (concentration not given with the values), hits read low; hit rate 0.3% among 360,000; AID 651819; in the data active = activity change below about -30%; also: % is scaled to controls: 0 for no effect and ±100 for the full control effect
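Nucleotide hydrolysis assay: TRiC at 20–40 nM final (set by batch activity) with 10 uM ATP, 30 min at 37 °C, in presence of 76 uM compound. Detection by competitive ADP HTRF, 30 min ambient.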
ATXN viability – reduces viability in counter-screen for ATXN expression inhibitors | hit rate 0.49% among 400,000 | Potency, µM (top dose mostly 56.7 µM), actives largely listed as cytotoxic | S2 cells (HEK-293 line with an ATXN2-luciferase reporter) viability, CellTiter-Fluor protease fluorescence, 24 h; also: potency is read from the fitted curve at half-maximal effect; nearly all actives have a fitted effect of over 40% in size
Mm-Cpn inhibitor – blocks the Methanococcus maripaludis chaperonin Mm-Cpn | hit rate 0.031% among 330,000 | purified Mm-Cpn ATPase, ADP Transcreener TR-FRET | AID 504842 | Potency, µM (top dose mostly 76.9 µM), for the others: at the top dose activity, negative = inhibition, most hits filed as inhibitors; also: potency is read from the fitted curve at half-maximal effect; % is scaled to controls: 0 for no effect and ±100 for the full control effect; nearly all actives have a fitted effect of over 80% in size
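Compound-treated chaperonin, 25 nM final, turns over 10 uM ATP at 37°C for 30 min following a 10 min preincubation; ADP generated competes with ADP-d2 for Eu-cryptate antibody, lowering FRET.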
pAkt inh – blocks phosphorylation of Akt. Neuro2A IGF-stimulated pAkt S473 HTRF, 20 min; hits give low values. activity change, % for hits at 50 µM. hit rate 0.32% among 360,000; in the data active = activity change below about -80%; inconclusive = mostly about -51% to -80%; also: % is scaled to controls: 0 for no effect and ±100 for the full control effect
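Single-point screen (50 µM final compound) in Neuro2A cells stimulated 20 min with 6 nM IGF at 37 deg C. After lysis, Ser473-phosphorylated Akt read by HTRF (ex 330 nm, em 615/665 nm) as the 665/615 ratio.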
TGFb SMAD3 inh – inhibitors of TGF-b signaling; Potency, µM (series often up to 46.1 µM), for inactives: at the top dose activity, negative = inhibition, usual class: inhibitors; HepG2 CAGA-GFP TGF-b/SMAD3 reporter, GFP fluorescence, 18 h; TGF-beta stimulated, 500 pg/mL final; AID 588855; hit rate 1.2% among 410,000; also: potency is read from the fitted curve at half-maximal effect; % is scaled to controls: 0 for no effect and ±100 for the full control effect; nearly all actives have a fitted effect of over 65% in size
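Per well, imaged GFP fluorescence of HEPG2 CAGA-GFP cells gives the signal; cells get compound, then TGF-beta (500 pg/mL final), 18 h at 37 degrees C; %Activity versus -TGF-beta and +DMSO controls.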
Nrf2 activator – activators of Nrf2 (ARE) signaling. AREc32 ARE-luciferase reporter (MCF7-derived line), luminescence, 24 h. hit rate 0.31% among 410,000. Potency, µM (series often up to 46.1 µM), for the others: at the highest dose activation, hits mostly activators; also: potency is read from the fitted curve at half-maximal effect; % of control where 0% means no effect; nearly all actives have a fitted effect of over 65% in size
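ARE-driven firefly luciferase activity in AREc32 cells measured after a 24 hr compound exposure at 37 deg C, using Steady-Glo reagent and a 30 min room-temperature hold.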
Nrf2 inh – inhibitors of Nrf2 signaling. A549 ARE-Fluc reporter, luciferase luminescence, 18-24 h. Potency, µM (titrated, usually from 46 µM), without a hit: at the highest dose activity change, negative = inhibition, hits mostly inhibitors. hit rate 2.1% among 360,000; also: potency is read from the fitted curve at half-maximal effect; % is scaled to controls: 0 for no effect and ±100 for the full control effect; nearly all actives have a fitted effect of over 60% in size
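Nrf2 function is reported as luminescence of an ARE-controlled luciferase in A549 cells. Compounds were tested at several concentrations, and a CellTiter-Fluor read on the same wells flagged cytotoxicity.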
A549 viability – counter-screen for Nrf2 inhibitors: cytotoxicity in A549 cells; A549 ARE-Fluc cells, CellTiter-Fluor viability, 18-24 h; Potency, µM (doses to about 46 µM), without a hit: top-dose activity change, negative = cytotoxicity, usual class: inhibitors; hit rate 0.16% among 390,000; also: potency is read from the fitted curve at half-maximal effect; % is scaled to controls: 0 for no effect and ±100 for the full control effect
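Cytotoxicity counterscreen: CellTiter-Fluor fluorescence was measured in A549 ARE_Fluc cells after 18-24 h of compound exposure in a concentration series. The subsequent BugLite luminescent read reports ARE-luciferase activity.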
HepG2 viability – counter-screen for TGF-b inhibitors: cytotoxicity in HepG2 cells; AID 588856; hit rate 0.76% among 410,000; HepG2 CAGA-GFP viability, ATP luminescence, 18 h; Potency, µM (series often up to 46.1 µM), for inactives: at the top dose activity change, negative = cytotoxicity, usual class: cytotoxic; also: potency is read from the fitted curve at half-maximal effect; some results filed as inactive show a strong effect at the top dose
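CellTiter-Glo luminescence gave cytotoxicity after 18 hours at 37 degrees C. The cells were HepG2 CAGA-GFP in 1% FBS DMEM, stimulated with 500 pg/mL TGF-beta after compound addition. %Activity was normalised to no-cell wells (complete cell-killing) and DMSO (no toxicity), and curves were fitted and classified.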
* marks the source's active call; other numbers are inactive results; i = inactive; u = inconclusive; x = no result given; [ ] = dose if it differs, or a comment. Unless noted, calls follow the shape of the dose curve; as a rule, active = well fitted curve in the direction sought with a large enough effect; inconclusive = small, poorly fitted or top-dose-only effect, or another doubt; inactive = no such curve, though single readings can be large; an effect the other way counts as inactive or inconclusive.

SMILES	CCT chaperon mod	ATXN viability	Mm-Cpn inhibitor	pAkt inh	TGFb SMAD3 inh	Nrf2 activator	Nrf2 inh	A549 viability	HepG2 viability
CCOC(=O)C1CCCN(C2CC(=O)N(c3ccc(C)c(C)c3)C2=O)C1 (centres undefined)	-6.4	i	-1.0%	i	-5.4%	-0.6%	-5.8%	1.2%	-3.9%
N#CC1(P(=O)(c2ccccc2)c2ccccc2)CC1	-1.4	i	0.6%	i	5.1%	-0.7%	x	1.2%	-29.5%
Cc1ccnc(-n2sc3ccccc3c2=O)n1	4.4	i	-5.8%	i	-18.1%	25.6%	-1.6%	0.6%	-24.6%
Cc1sc(NC(=O)CN2CCOCC2)c(C(=O)c2ccccc2)c1C	0.6	i	-0.8%	i	2.9%	0.8%	4.7%	-5.8%	-1.5%
CCOC(=O)C1=C(C)NC(=O)NC1c1ccc(OC(C)C(=O)O)c(OC)c1 (centres undefined)	0.1	i	2.6%	i	-17.3%	3.0%	11.4%	-1.0%	1.0%
O=C(CCS(=O)(=O)c1nc(-c2cccs2)cc(C(F)(F)F)n1)Nc1ccc(Br)cc1	x	x	x	x	5.62µM*	-4.7%	6.4%[9.27 µM]	-6.9%	10µM*
CC1(C)Cc2c(sc(NC(=O)C(=O)N3CCCC3)c2C(=O)O)CO1	0.6	i	2.4%	x	-2.2%	0.5%	2.0%	-5.1%	1.0%
NC(N)=N/N=C/c1ccccc1Cl	-1.2	i	3.1%	i	2.0%	-0.1%	-12.4%	0.6%	-16.9%
COc1ccc(NC(=O)CSC2=Nc3ccccc3C3=NC(CC(=O)NCc4ccco4)C(=O)N23)cc1 (centres undefined)	x	x	x	x	-37.6%	-0.2%	x	-0.7%	-30.4%
CC1CCCN(S(=O)(=O)Cc2ccc(Cl)cc2)C1 (centres undefined)	1.2	i	-1.9%	i	-20.0%	-0.7%	10.9%	7.9%	-5.6%
O=C(c1ccc(Cl)c(S(=O)(=O)N2CCOCC2)c1)N(Cc1ccco1)Cc1cccs1	-1.4	i	0.0%	i	-6.9%	4.4%	u	0.6%	-14.7%
O=c1c2ccccc2cnn1Cc1ccc(Br)cc1F	-1.0	i	1.1%	i	-0.3%	-0.7%	-8.8%	11.4%	6.7%
C[C@@H](C(=O)Nc1ccc2c(c1)OCO2)n1c(=O)[nH]c2ccccc2c1=O	1.1	i	-7.6%	i	-0.6%	0.4%	6.3%	1.4%	9.2%
CC1=C(C(=O)OC(C)C)C(c2cccnc2)C2=C(CC(C)(C)CC2=O)N1 (centres undefined)	1.4	i	-0.9%	i	0.6%	-0.7%	11.6%	14.5%	0.1%
O=C(Cn1c(=O)n(-c2ccccc2)c(=O)c2c3c(sc21)CCCC3)Nc1ccccc1	x	i	x	x	7.0%	-0.5%	5.3%	1.5%	2.9%

The list goes on, overlapping the part above by 2 compounds.
SMILES	CCT chaperon mod	ATXN viability	Mm-Cpn inhibitor	pAkt inh	TGFb SMAD3 inh	Nrf2 activator	Nrf2 inh	A549 viability	HepG2 viability
CC1=C(C(=O)OC(C)C)C(c2cccnc2)C2=C(CC(C)(C)CC2=O)N1 (centres undefined)	1.4	i	-0.9%	i	0.6%	-0.7%	11.6%	14.5%	0.1%
O=C(Cn1c(=O)n(-c2ccccc2)c(=O)c2c3c(sc21)CCCC3)Nc1ccccc1	x	i	x	x	7.0%	-0.5%	5.3%	1.5%	2.9%
Cc1ccc(NC(=O)Cn2c(=O)n(-c3ccc(C)cc3)c(=O)c3c2cnn3C)cc1	x	i	x	x	-11.1%	-1.5%	-2.3%[9.27 µM]	2.0%	-7.4%
C/C(CC(=O)Nc1c(C)cc(C)cc1C)=N\NC(=O)c1cnccn1	-0.8	i	0.1%	i	-2.6%	2.2%	5.4%	-0.9%	-1.6%
CN(C)S(=O)(=O)c1cccc(NC(=O)CSc2nc3ccccc3[nH]2)c1	-0.9	i	-1.7%	i	u	-0.1%	20.6µM*	-17.9%	-1.5%
CC(C)OCCCNC(=S)N1CCC(C(=O)c2ccc3c(c2)OCCO3)CC1	1.0	i	-3.6%	i	u	0.5%	u	-16.4%	-37.1%
CC(=O)N1CC(=O)N(Cc2ccccc2)/C(=C/c2ccccc2)C1=O	-2.7	i	0.6%	i	8.3%	-0.1%[9.22 µM]	0.3%	-1.9%	-8.4%
CCOc1cc(C2Nc3ccccc3C(=O)N2c2ccccc2OC)ccc1O (centres undefined)	2.5	i	0.3%	i	u	4.7%	10.9%	-11.2%	0.7%
CCn1nc(C(=O)NCc2ccco2)c(Cl)c1Cl	-0.2	i	0.6%	i	7.0%	5.9%	6.0%	5.5%	-0.7%
O=[N+]([O-])c1cc(Oc2cccnc2)cc([N+](=O)[O-])c1	-5.7	i	2.9%	i	u	6.3%	21.5%	0.0%	-44.6%
CCc1ccc(CN(C)C(=O)c2cc(COc3ccc(OC)cc3Cl)on2)nc1	-2.5	i	-0.4%	i	u	2.5%	12.9%	-1.7%	-22.8%
COc1cccc(CN(C)C(=O)Cc2ccc(OC)c(S(=O)(=O)N3CCOCC3)c2)c1	-4.3	i	-0.2%	i	u	-0.6%	-21.4%	-4.7%	1.9%
CN(C(=O)CSc1nnc(CNC(=O)c2ccccc2)o1)c1ccccc1	0.6	i	0.7%	i	-3.5%	0.5%	-7.4%	-0.3%	-18.6%
CC(C)(C)C(=O)COC(=O)C1=NN(c2ccccc2)C(=O)CC1	1.7	i	-12.9%	i	-7.6%	0.2%	-2.3%	-0.1%	-9.2%
COc1cc(N=Nc2c(C)n(C)n(-c3ccccc3)c2=O)ccc1N	-1.1	u	-9.5%	i	-7.8%	3.0%	-3.9%	u	4.0%
Cc1ccc(O)c(C(=O)c2cnc(/N=C(\N)N(C)C)nc2)c1	2.1	i	0.8%	i	0.8%	0.0%	7.7%	-1.1%	-4.2%
Cc1nc(N2CCOCC2)c2c(C(=O)Nc3cccc(C(F)(F)F)c3)c(C)oc2n1	x	x	x	x	-4.0%	0.1%	13.8%	-0.1%	0.3%

In another format: 3 of the compounds above.
Screens in order – CCT chaperon mod	ATXN viability	Mm-Cpn inhibitor	pAkt inh	TGFb SMAD3 inh	Nrf2 activator	Nrf2 inh	A549 viability	HepG2 viability
- COc1cc(N=Nc2c(C)n(C)n(-c3ccccc3)c2=O)ccc1N
 : -1.1	u	-9.5%	i	-7.8%	3.0%	-3.9%	u	4.0%
- CN(C)S(=O)(=O)c1cccc(NC(=O)CSc2nc3ccccc3[nH]2)c1
 : -0.9	i	-1.7%	i	u	-0.1%	20.6µM*	-17.9%	-1.5%
- Cc1nc(N2CCOCC2)c2c(C(=O)Nc3cccc(C(F)(F)F)c3)c(C)oc2n1
 : x	x	x	x	-4.0%	0.1%	13.8%	-0.1%	0.3%

Other records:
SMILES	CCT chaperon mod	ATXN viability	Mm-Cpn inhibitor	pAkt inh	TGFb SMAD3 inh	Nrf2 activator	Nrf2 inh	A549 viability	HepG2 viability
Cc1ccc(C)c(-n2[nH]c3c4c(ccc3c2=O)C(=O)c2ccccc2C4=O)c1	-5.8	i	0.3%	i	-2.4%	0.4%	23.1µM*	u	0.9%
COc1ccc2nc(Nc3nc(-c4ccncc4)cs3)sc2c1	0.5	i	1.3%	i	1.9%	5.3%	u	11.3%	-32.9%
CSc1ncccc1C(=O)N1CCN(S(=O)(=O)c2ccc3ccccc3c2)CC1	-4.1	i	3.2%	i	-16.9%	0.2%	u	-1.4%	-17.9%
Cc1cccc(NC(=O)CSc2nnc(-c3ccccc3C)o2)c1	1.9	i	-3.6%	i	0.1%	6.1%	0.8%	-1.9%	-7.2%
COC(=O)[C@@]1(Cc2ccc(OC)cc2)[C@H]2c3cc(C(=O)N4CCCC4)n(CCSCCO)c3C[C@H]2CN1C(=O)c1ccccc1	0.6	i	-4.8%	i	-29.4%	-0.4%	-9.4%	-4.3%	-33.5%
Cn1c(O)c(N=NC(=O)Cn2c(C(F)(F)F)nc3ccccc32)c2ccccc21	1.3	i	-0.8%	i	-29.0%	-0.8%	-4.4%	-6.9%	-0.5%
CCCCSc1nnc(-c2ccccc2NC(C)=O)c(=O)[nH]1	2.5	u	-2.8%	i	10.9%	-0.7%	12.8%	3.2%	-0.2%
CCc1ccccc1NC(=O)CN1CCN(CC(=O)NCc2ccc(Cl)cc2)CC1	1.1	u	1.3%	i	-22.8%	9.1%	u	-20.6%	-32.4%
COc1cccc(C(=O)Nc2cc(-c3ccccc3)nn2-c2ccccc2)c1	x	u	x	x	5.0%	0.1%	x	6.2%	-4.5%
CCC(=O)Nc1cccc(C(=O)N(Cc2ccccc2)Cc2ccccc2)c1	1.1	u	-0.1%	i	-15.1%	-1.0%	-32.6%	-3.9%	-8.8%
Cc1cc(CN(C)Cc2c(C(=O)N3CCCCCCC3)nc3ccc(Cl)cn23)n[nH]1	-3.3	i	2.3%	i	-6.0%	2.5%	-11.8%	0.2%	-3.4%
COc1ccc(S(=O)(=O)NCC(=O)N(CC(=O)NCc2ccco2)C2CCCC2)cc1	-2.5	i	1.5%	i	-1.7%	-0.8%	23.5%	-3.2%	1.0%
O=C(CC1Nc2cccc3cccc(c23)NC1=O)Nc1ccccc1 (centres undefined)	1.5	i	-6.9%	i	2.0%	4.6%	-6.4%	-9.6%	-7.2%
Cn1ncc(Br)c1NC(=O)CSc1ccc(Cl)cc1	-1.2	i	-4.0%	i	-24.3%	0.2%	u	5.0%	-46.9%
O=C(NC1CCCC1)C(c1ccncc1)N(C(=O)c1csnn1)c1cccc(F)c1 (centres undefined)	0.3	i	0.4%	i	u	-0.2%	1.8%	1.6%	-2.6%
CC(C)OCCCN1C(=O)c2[nH]nc(-c3ccccc3O)c2C1c1ccccc1F (centres undefined)	x	x	x	x	10µM*	0.4%	18.4%	-2.4%	-47.1%
